PvdQ inh – P. aeruginosa PvdQ acylase inhibitors, primary screen, biochemical, fluorescence, plate reader and imaging, single point; PvdQ acylase [Pseudomonas aeruginosa LESB58]; purified PvdQ acylase; inhibition, % at 10 µM; 340,000 tested, 0.063% active; AID 488965, 2010; in the data active = inhibition above about 30%, passing the limit was not always enough;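 note: 0% = vehicle neutral wells and 100% = reference inhibitor wells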
V-ATPase pHluor – regulators of yeast V-ATPase proton pumping, primary screen, pHLuorin cytosolic pH fluorescence; S. cerevisiae; response, % at 10 µM; 350,000 tested, 0.37% active; AID 504577, 2011; in the data active = response mostly above about 7.3%, no sharp cut-off; inactive = mostly below about 5.4%; note: actives read high; inactives centre near 0; some compounds called inactive have numbers as strong as hits; reference of the scale not given here
MITF act – activators of MITF-driven TRPM1 promoter reporter, primary screen, cell-based, SK-MEL-5, luciferase, single point. 300,000 tested, 0.75% active. AID 588334, 2011. SK-MEL-5 TRPM1-promoter luciferase, 24 h; % of positive control, neutral wells = 0. activation, % at 12.5 µM;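 active = mean activation of at least 80% with every replicate also reaching 80%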;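 note: 0% = neutral control wells and 100% = parthenolide positive control wells; values of inactives mirror those of a sister screen read the other way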
dFosB activator – activators of delta FosB homodimer, primary screen, biochemical, fluorescence polarization, TAMRA-CDK5 oligo, single point | Protein FosB (Mus musculus), P13346 | purified delta FosB; percent of positive-control signal above neutral wells | activation, % at 25 µM | 340,000 tested, 0.99% active;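 active = mean activation above about 17%, with every replicate also reaching it, limit read from the data, passing the limit was not always enough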;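 note: fluorescence polarization rise as delta FosB binds a TAMRA Cdk5 AP-1 oligo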
Target sequence (P13346 whole entry, looked up): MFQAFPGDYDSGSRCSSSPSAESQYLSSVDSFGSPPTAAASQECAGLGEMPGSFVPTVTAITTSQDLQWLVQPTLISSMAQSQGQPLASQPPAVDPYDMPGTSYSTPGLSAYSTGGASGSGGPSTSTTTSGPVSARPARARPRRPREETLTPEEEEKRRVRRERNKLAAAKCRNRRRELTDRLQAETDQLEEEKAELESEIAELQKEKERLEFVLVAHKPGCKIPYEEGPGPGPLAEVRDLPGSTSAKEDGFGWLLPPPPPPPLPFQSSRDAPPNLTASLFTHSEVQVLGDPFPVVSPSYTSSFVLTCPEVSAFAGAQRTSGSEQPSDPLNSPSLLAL
HTR5A inv ag – HTR5A inverse agonists in luminescence cell assay, primary screen, counter-screen for OPRM1-OPRD1 heterodimer inverse agonist project, full-deck HTS. 5-hydroxytryptamine receptor 5A (Homo sapiens), P47898. inhibition, % at 9.3 µM. 340,000 tested, 0.083% active. HTR5A cell line, inverse agonism; in the data active = inhibition mostly above about 23%, no sharp cut-off; inactive = mostly below about 18%;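 note: 0% = cells with DMSO and 100% = no-cell wells with DMSO; some compounds called inactive have numbers as strong as hits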
SR-BI HDL uptake – inhibitors of SR-BI mediated HDL lipid uptake, primary screen, ldlA[mSR-BI] cells, fluorescence, single point. Scavenger receptor class B member 1 (Mus musculus), Q61009. ldlA[mSR-BI] CHO cells, DiI-HDL uptake fluorescence, 3 h. inhibition, % at 12.5 µM. 320,000 tested, 0.96% active. AID 488896, 2010;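 active = mean replicate inhibition of at least 70% and a set share of replicates each scoring 70 or more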;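 note: 0% = median of neutral control wells and 100% = median of positive control wells; values of inactives mirror those of a sister screen read the other way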
Target sequence (Q61009 whole entry, looked up): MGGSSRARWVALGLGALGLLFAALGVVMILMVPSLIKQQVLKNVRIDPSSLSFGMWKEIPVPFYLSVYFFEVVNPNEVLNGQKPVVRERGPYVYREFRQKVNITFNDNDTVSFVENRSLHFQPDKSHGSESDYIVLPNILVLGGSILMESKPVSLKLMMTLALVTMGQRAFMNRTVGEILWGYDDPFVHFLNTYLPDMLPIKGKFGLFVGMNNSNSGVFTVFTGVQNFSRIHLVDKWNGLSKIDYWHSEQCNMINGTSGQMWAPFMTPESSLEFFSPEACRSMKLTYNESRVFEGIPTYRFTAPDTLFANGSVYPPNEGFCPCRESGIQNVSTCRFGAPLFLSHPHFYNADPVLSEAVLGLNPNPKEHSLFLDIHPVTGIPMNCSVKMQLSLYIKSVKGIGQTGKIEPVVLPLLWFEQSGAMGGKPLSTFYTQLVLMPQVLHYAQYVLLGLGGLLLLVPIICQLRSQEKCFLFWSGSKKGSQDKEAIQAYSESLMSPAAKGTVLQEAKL
NSD2 inh – NSD2 histone methyltransferase inhibitors, primary screen, biochemical, AlphaScreen, single concentration, set 2; NSD2 peptide methylation, 120 min; inhibition, % at 12.5 µM; 310,000 tested, 0.54% active; AID 743445, 2014; in the data active = inhibition above about 50%
CDK5 inh – inhibitors of human CDK5/p35 kinase, primary screen, biochemical, single concentration | Recombinant CDK5/p35, ADP-Glo luminescence, 60 min | Cyclin-dependent kinase 5 (Homo sapiens) + Cyclin-dependent kinase 5 activator 1 (Homo … | AID 488839, 2010 | inhibition, % at 10 µM | 330,000 tested, 0.01% active;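 active = highest replicate inhibition of at least 50% and at least 75% of replicates reaching 50%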;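 note: plate controls were DMSO neutral control for no effect and GW8510 at 10 µM for full effect; many of its hits are not listed in these tables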
HTR5A ag ctr – HTR5A agonists in luminescence cell assay, primary screen, counter-screen for OPRM1-OPRD1 heterodimer agonist project, full-deck HTS | 5-hydroxytryptamine receptor 5A (Homo sapiens), P47898 | cell-based | activation, % at 9.3 µM | 340,000 tested, 0.61% active | AID 504692, 2011; in the data active = activation mostly above about 9.5%, no sharp cut-off; inactive = mostly below about 7.6%;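 note: 0% = cells with vehicle only and 100% = reference agonist; strong numbers were not always called active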
Wnt act – Wnt/beta-catenin pathway activators, primary screen, cell-based, plate reader, single point. Wnt/beta-catenin reporter cell assay, activator. activation, % at 9.35 µM. 300,000 tested, 1.2% active. AID 743398, 2014; in the data active = activation above about 30%, passing the limit was not always enough;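 note: 0% = neutral control wells and 100% = positive control wells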
Numbers without * were called inactive; nt = not tested or not shown.

Compound,PvdQ inh,V-ATPase pHluor,MITF act,dFosB activator,HTR5A inv ag,SR-BI HDL uptake,NSD2 inh,CDK5 inh,HTR5A ag ctr,Wnt act
CC(Sc1ccccc1)C(=O)NCC1COc2ccccc2O1 (centres undefined),-9,-3,-1,-7,-5,-4,-1,0.5,-3,-3
C[C@@H](NC(=O)c1ncn(Cc2ccccc2)c1C(=O)N[C@H](C)c1ccccc1)c1ccccc1,-10,-3,-12,-10,11,-14,nt,-1.3,0,-5
CC(=O)NC1=NN(C(C)=O)C(c2ccccn2)S1 (centres undefined),4,0,-2,5,0,-24,-3,-2.2,1,-1
O=C(/C=C/c1cccc([N+](=O)[O-])c1)Nc1cc(C(=O)O)cc(C(=O)O)c1,-10,-2,6,-1,12,-27,nt,-1.1,6,-1
COc1cc(C(=O)OCC(=O)N2CCCC2)cc(OC)c1OC,-6,-1,-8,-1,-11,-2,16,-1.9,1,nt
CC(CCc1ccco1)NC(=O)CSc1cc(=O)n(C)c2ccccc12 (centres undefined),-8,0,1,-9,-20,nt,13,-2.5,-3,-1
Cc1ccc(F)cc1NC(=O)CN1CCN(Cc2ccccc2)CC1,3,2,1,-2,2,-33,0,-0.6,0,-4
Cc1ccc2[nH]c(-c3ccccc3)c(CN3CCCC3)c(=O)c2c1,-17,3,-9,-7,13,13,2,-2.7,-5,8
COc1ccc(CN(C)C(=O)CNC(=O)c2sc3ccccc3c2Cl)c(OC)c1OC,-10,-5,25,-12,-15,24,-2,-1.3,-1,0
Cc1ccccc1Nc1c(-c2ccncc2)nc2ccc(Cl)cn12,-8,8,-5,-13,-23,nt,-5,-2.2,2,3
CCCN1CCC(NC(=O)CC2C(=O)NCCN2Cc2ccccc2C)CC1 (centres undefined),-9,-7,16,-7,-39,-22,8,-0.4,16,-2
CCC(=O)Nc1nc2ccc3nc(C)sc3c2s1,-2,6,44,-45,-7,28,nt,0.1,2,22
CC(=O)Nc1ccc(NC(=O)[C@@H](NC(=O)c2ccccc2F)C(C)C)cc1,-26,3,-6,5,-4,-1,0,-2.9,1,4
CCC(c1nnc(SCC(=O)Nc2cc(C)on2)o1)N(C)C (centres undefined),-7,-1,6,-4,13,-13,-1,0.4,-1,-2
COc1ccccc1NS(=O)(=O)c1cccc(C(=O)NC2CCN(Cc3ccccc3)CC2)c1,2,5,-27,-3,-1,-11,-6,-0.5,0,nt
Cc1cc(N(C)C)nc(Nc2ccccc2)n1,-2,-2,55,-4,15,-11,0,0.5,-6,10
CC(C)(C)c1cc(NS(=O)(=O)c2ccc(Br)s2)no1,-13,1,7,3,18,-25,-1,0.0,2,2
O=C(NNS(=O)(=O)c1ccccc1)c1cnn(-c2ccccc2)c1-n1cccc1,-17,-1,nt,-10,16,-15,nt,0.1,-6,nt
COc1ccc(NC(=O)CSc2nnc3ccc(-c4ccncc4)nn23)cc1OC,-11,-1,-1,-1,-10,nt,-3,-0.3,4,0
O=C1CN(c2nc3nonc3nc2N2CCCCC2)CCN1,-9,-2,-1,-1,-1,-24,-2,-0.2,0,0
Cc1cc(NC(=O)CSCC(=O)Nc2ccccc2OC(F)F)no1,-9,-2,3,-2,-4,-2,-2,1.1,1,-3
COCCn1c(-c2cccs2)csc1=Nc1cccnc1,-11,3,-17,-6,9,-18,22,-0.4,-3,1
COc1ccc(NC(=O)CSc2ncccc2C(=O)OC(C)C)cc1OC,9,-3,-28,-9,23,13,0,0.4,1,nt
Cc1ccc(S(=O)(=O)N2CCN(C(=O)Cc3ccc(S(=O)(=O)N4CCOCC4)s3)CC2)cc1,-2,1,-4,-14,-2,-15,3,1.5,4,-1
COC(=O)c1c(NC(=O)C2COc3ccccc3O2)sc2c1CCN(C(C)=O)C2 (centres undefined),-5,0,-2,-15,-2,53,0,-1.2,1,-3
COCCN(C(=O)COC(=O)Cc1cccc(OC)c1)c1c(N)n(Cc2ccccc2)c(=O)[nH]c1=O,9,10,-14,-9,-6,-15,nt,1.4,2,0
COCCN(CCOC)S(=O)(=O)c1ccc(NC(=O)c2cnccn2)cc1,-7,-3,nt,-4,13,16,-2,-0.9,-4,-2
CNC(=S)N(CCc1ccc(S(N)(=O)=O)cc1)C1CC(=O)N(c2ccccc2F)C1=O (centres undefined),-15,1,3,-3,10,-4,-1,-0.9,-4,-3
Cc1ccnc(N2CCC(C(=O)NNC(=O)c3ccccc3)CC2)n1,-2,4,2,-8,17,-2,-2,-3.6,-6,0
Cn1c(=O)c2c(nc(SCCN3CCCCC3)n2Cc2ccc(Cl)cc2)n(C)c1=O,-7,-5,6,-2,1,nt,-8,1.1,-5,-7
COc1ccc(N2CCN(C(=O)COCC(=O)O)CC2)cc1,-10,4,6,-7,21,-17,-3,-0.3,-1,-2
O=C(c1cccc(C(F)(F)F)c1)C1CCCN(C(=O)CCn2cnnn2)C1 (centres undefined),-12,4,3,-9,16,12,0,-1.1,0,1
Cc1ccc(NC(=O)Cn2cc(C(=O)C3CC3)c3ccccc32)cc1,-5,2,3,-1,-6,nt,1,0.3,-2,-1
COc1cc(C2C(=O)c3ccccc3C2=O)ccc1O,-15,1,nt,-6,8,13,-4,2.9,5,3
O=C(O)c1cc2c(ccc3ccccc32)[nH]1,7,1,-20,3,16,-9,1,-0.3,3,nt
O=C(CN1C(=O)CCS(=O)(=O)c2ccccc21)Nc1cccc(Cl)c1,-8,-1,-2,-8,-14,8,-2,0.3,-6,nt
COc1ccc(CCNC(=O)CCCn2nc(C)n3ccnc3c2=O)cc1OC,-8,1,nt,1,-14,21,nt,0.8,5,-1
CC1=C(C#N)C(=O)NC(=O)/C1=C\c1ccc(-c2cc(C)c(C)cc2[N+](=O)[O-])o1,-10,2,0,-11,-1,18,nt,-0.2,0,1
Cc1nn(Cc2ccccc2)c(C)c1CNC(=O)CN=C1NS(=O)(=O)c2ccccc21,-11,3,-1,-9,-6,-18,0,-1.4,-5,2
Cc1cc(C)n2nc(NCc3cccc(Br)c3)nc2n1,-12,-1,nt,-4,-36,13,0,-1.3,12*,nt
COc1ccccc1N1CCN(C(=O)c2sc3nc(-c4ccccc4)cn3c2C)CC1,-15,-1,-7,0,-19,40,1,2.5,6,nt
COc1ccc(-n2cc(C(=O)c3ccccc3O)cn2)cc1,-8,-2,10,-11,6,31,-16,1.5,-2,-2
Cn1ccc(-c2cc(C(=O)O)c3ccccc3n2)n1,8,0,1,6,-10,-5,-1,0.2,2,-13
O=C(CNC(=O)c1ccc(Br)o1)NCC(=O)OCc1ccccc1,9,-1,-2,3,-37,-11,-4,-0.1,12,0
CN(C)Cc1c(O)ccc2c(=O)c(-c3ccccc3Cl)c(C(F)(F)F)oc12,12,-2,nt,-4,-15,-37,24,0.1,4,-1
NC(=O)COn1c(SCC(N)=O)nc2ccccc2c1=O,-8,3,nt,-2,-9,-33,-2,3.4,-2,-2
O=C(NCC1CCCO1)/C(=C/c1cn(-c2ccccc2)nc1-c1cccnc1)NC(=O)c1ccccc1 (centres undefined),3,5,19,-13,13,-5,-1,-1.8,-9,-2
CN(NC(=O)c1ccccc1F)c1ccc([N+](=O)[O-])cn1,3,2,-6,-3,8,1,-1,0.9,1,-1
Cc1ccc(S(=O)(=O)NCCC(=O)OCC(=O)N2CCCC2=O)cc1C,-13,-1,8,-5,-4,-5,-1,-2.3,2,-1
CSc1nnc(Cn2c(=O)sc3ccccc32)n1C,18,0,8,0,3,1,nt,-0.2,-1,1
CCOc1ccc(C)cc1S(=O)(=O)Nc1cccnc1,-15,5,0,4,11,2,-1,0.1,-4,nt
CCc1nnc(NS(=O)(=O)c2ccc(NC(=O)/C=C/c3ccc(F)cc3)cc2)s1,-5,-5,16,-22,1,12,-7,0.9,0,nt
CCOC(=O)c1[nH]cnc1C(=O)NCc1ccccc1,-12,4,-6,3,-8,-16,nt,0.3,-1,-1
Cc1ccccc1-n1ncc2c(SCC(=O)NCc3cccs3)ncnc21,-9,1,-8,-12,-28,-8,2,-2.4,1,nt
OCCCc1nc2ccccc2n1CCc1ccccc1,-7,0,-2,-4,-2,16,2,0.8,4,0
O=C(COc1ncnc2cc([N+](=O)[O-])ccc12)NCc1ccc2c(c1)OCO2,-11,0,-20,4,8,13,0,0.1,-3,nt
COc1ncccc1C(=O)N1CCCC(N2CCN(c3ccc(F)cc3)CC2)C1 (centres undefined),10,-4,-3,-7,11,14,26,0.2,1,1
CSCCC1NC(=O)N(CC(=O)Nc2cccc3ccccc23)C1=O (centres undefined),-11,0,-3,2,22,-7,-1,-0.2,2,nt
Cc1ccc(-n2c(=O)[nH]cc(C(=O)Nc3ccc4c(c3)OCO4)c2=O)cc1C,0,-3,10,9,1,-24,nt,0.5,0,-2
CC(C)CC(=O)NC(Nc1ccccc1F)C(Cl)(Cl)Cl (centres undefined),-23,9,-3,-1,-32,12,-5,-3.6,0,nt

Other compounds.
Compound,PvdQ inh,V-ATPase pHluor,MITF act,dFosB activator,HTR5A inv ag,SR-BI HDL uptake,NSD2 inh,CDK5 inh,HTR5A ag ctr,Wnt act
O=C(CCNC(=O)c1ccc(Br)cc1)NC1CCCCCC1,1,4,-3,-9,-23,-10,nt,-0.3,1,-1
CCCCc1nc2cc(C(=O)NCCc3c(C)n[nH]c3C)ccc2o1,-4,0,1,2,-3,21,8,2.5,-2,0
C=CCNC(=O)c1sc(=S)n(-c2ccc(C(=O)OCC)cc2)c1N,1,-2,1,-7,-6,15,12,0.9,6,0
Cc1cc(C)c2c(n1)SCC(=O)N2CC(=O)Nc1ccccc1Cl,-3,-2,5,1,5,4,nt,1.7,-2,-1
O=C(COc1ccccc1)N(Cc1cc2ccccc2[nH]c1=O)CC1CCCO1 (centres undefined),-5,-5,-1,-6,2,5,-3,-0.1,2,0
Cn1ccnc1Sc1ccccc1[N+](=O)[O-],-3,-2,2,0,25,-19,2,-0.8,-3,1
O=C(O)CCn1c(SCc2cc(=O)n3ccccc3n2)nc2ccsc2c1=O,-5,1,-10,0,1,-2,-1,0.1,0,0
O=C(NCc1ccco1)C1CC(c2ccccc2O)=NO1 (centres undefined),-1,-4,1,-3,-6,-6,-1,1.3,2,-2
O=C1C(C=NCCCn2ccnc2)=C(O)c2ccccc21,2,-7,-5,0,-16,-40,-3,0.3,2,-3
CS(=O)(=O)N(CC(=O)N1CCN(C(c2ccccc2)c2ccccc2)CC1)C1CCCCC1,-8,4,nt,-9,13,-20,-3,-0.8,-3,nt
